BAZ2B inh = blocks human BAZ2B; Q9UIF8; AlphaScreen BAZ2B-H3K14Ac peptide displacement; Potency, µM (titrated, usually from 114 µM), inactives show top-dose activity change, negative = inhibition, usual class: inhibitors; 4.4% of 360,000 active; AID 504333; also: potency is read from the fitted curve at half-maximal effect; % is scaled to controls: 0 for no effect and ±100 for the full control effect; nearly all actives have a fitted effect of over 60% in size
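Compounds, titrated to a top concentration of 110 uM, were incubated 30 min at room temperature with preformed BAZ2B/acetyl-K14 H3 peptide complex (50 nM each). Proximity signal was measured by AlphaScreen after 20 min with beads.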
HP1b chromo inh = blocks HP1-beta chromodomain binding to methylated histone tails; P83916; 0.56% of 390,000 active; AID 540317; Potency, µM (titrated, usually from 114 µM), inactives show at the top dose activity change, negative = inhibition, hits mostly inhibitors; AlphaScreen HP1-beta / biotin-H3K9me3 peptide binding; also: potency is read from the fitted curve at half-maximal effect; nearly all actives have a fitted effect of over 70% in size; inactives centre near 23
Target sequence (P83916 whole entry, looked up): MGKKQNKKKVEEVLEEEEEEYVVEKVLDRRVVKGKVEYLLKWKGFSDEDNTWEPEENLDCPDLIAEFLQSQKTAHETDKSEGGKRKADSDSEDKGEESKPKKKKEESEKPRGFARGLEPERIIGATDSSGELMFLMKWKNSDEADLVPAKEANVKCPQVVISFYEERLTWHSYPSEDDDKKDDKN
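AlphaScreen: HP1-beta (50 nM) preformed 30 min with biotin-H3(1-18)K9me3 peptide (50 nM) in PBS pH 7.4, 0.01% Tween-20. Compound added for 30 min at RT, then streptavidin donor/nickel chelate acceptor beads (10 ug/mL) for 30 min.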
ALOX12 inh = inhibitors of human 12S-lipoxygenase ALOX12. purified 12hLO, xylenol orange hydroperoxide absorbance. P18054. Potency, µM (top dose mostly 108 µM), for inactives: at the highest dose activity change, negative = inhibition, usual class: inhibitors. 1.1% of 580,000 active; also: potency is read from the fitted curve at half-maximal effect; % is scaled to controls: 0 for no effect and ±100 for the full control effect
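Hydroperoxide product was detected by ferrous iron/xylenol orange as the 573 to 405 nm absorbance ratio. Arachidonic acid at 40 uM (final) was turned over for 30 min at room temperature by 150 nM human 12hLO, pH 7.0 Hepes buffer, after 15 min compound preincubation.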
GLS inh = glutaminase GLS (human) inhibition; Potency, µM (doses to about 45.5 µM), inactives show top-dose activity change, negative = inhibition, usual class: inhibitors; AID 624170; 0.21% of 410,000 active; GLS enzymatic activity, qHTS titration; also: potency is read from the fitted curve at half-maximal effect; % is scaled to controls: 0 for no effect and ±100 for the full control effect
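Human kidney-isoform GLS in 45 mM KH2PO4 pH 8.2, 0.02% Tween-20, with compound, started with 1mM L-Glutamine (added stock). Glutamate oxidase/HRP/Amplex red coupled fluorescence read at start and after 30 min at RT.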
G9a inh = G9a (human) methyltransferase inhibition; G9a H3K9 monomethylation, AlphaScreen, 2 h; Potency, µM (top dose mostly 102 µM), for the others: top-dose activity, negative = inhibition, hits mostly inhibitors; Q96KQ7; 8.8% of 350,000 active; also: potency is read from the fitted curve at half-maximal effect; % is scaled to controls: 0 for no effect and ±100 for the full control effect; nearly all actives have a fitted effect of over 75% in size
Target sequence (Q96KQ7 913-1193 limits assumed): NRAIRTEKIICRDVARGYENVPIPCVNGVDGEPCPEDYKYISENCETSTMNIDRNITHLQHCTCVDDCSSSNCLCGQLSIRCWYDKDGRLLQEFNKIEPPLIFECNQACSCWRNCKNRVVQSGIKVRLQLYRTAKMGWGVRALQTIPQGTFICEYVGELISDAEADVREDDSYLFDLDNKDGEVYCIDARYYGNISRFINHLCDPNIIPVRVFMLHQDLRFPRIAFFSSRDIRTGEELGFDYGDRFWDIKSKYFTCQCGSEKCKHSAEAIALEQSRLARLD
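Chemiluminescent proximity detection of H3K9 monomethylation, read after 10 min bead incubation in the dark. Reaction: 20 nM G9a, 500 nM biotin-H3K9 peptide, 20 uM SAM cofactor, 2 h, room temperature, following 15 min enzyme-compound preincubation.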
RGS4 inhibitor = blocks human RGS4-accelerated GTP hydrolysis; P49798; Transcreener GDP fluorescence polarization, RGS4-accelerated GTP hydrolysis; Potency, µM (series often up to 114 µM), inactives show at the highest dose activity change, negative = inhibition, most hits filed as inhibitors; 0.039% of 390,000 active; AID 504845; also: potency is read from the fitted curve at half-maximal effect; % is scaled to controls: 0 for no effect and ±100 for the full control effect; nearly all actives have a fitted effect of over 75% in size; some results filed as inactive show a strong effect at the top dose
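MLSMR compounds (23 nl, pin-transferred) preincubated 10 min at room temperature with a 500nM (2x) first reagent, then RGS4 at 900nM (2x) plus Transcreener GDP mix added; fluorescence polarization (620/688 nm) read before and after 90 min at 30 °C.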
ERG-DNA inh = blocks human ERG Ets domain binding to DNA. P11308. fluorescence polarization, His-ERG Ets domain / labelled DNA. Potency, µM (doses to about 76.9 µM), for the others: at the highest dose FP activity, negative = inhibition, usual class: inhibitors. 0.028% of 370,000 active. AID 624246; active = well fitted inhibition curve with a large enough effect in the polarisation, with a control signal flat; inconclusive = small, poorly fitted or top-dose-only effect, or effect the other way, or a change in a side signal; inactive = no such curve, though single readings can be large or run the other way; the % refers to the polarisation;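 also: polarization taken with two DNA probes labelled with fluorescein and Texas red; potency is read from the fitted curve at half-maximal effect; % of control where 0% means no effect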
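His-tagged ERG Ets domain (1 uM in the protein solution; 300mM KCl, 50mM Tris-HCl, 1mM EDTA, 1mM DTT, pH 7.5) received compound, then a probe mix of 5 nM fluorescein-DNA and 100nM Texas-615-DNA. Fluorescence polarization was read for both dyes.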
JMJD2A Tudor inh = blocks the human JMJD2A Tudor domain; O75164; AlphaScreen JMJD2A-Tudor / H3K4me3 peptide binding; 4.4% of 390,000 active; Potency, µM (top dose mostly 114 µM), for inactives: at the highest dose activity change, negative = inhibition, usual class: inhibitors; AID 504339; also: potency is read from the fitted curve at half-maximal effect; % is scaled to controls: 0 for no effect and ±100 for the full control effect; nearly all actives have a fitted effect of over 50% in size
PI4K2A inh = blocks human PI4K2A kinase activity; 0.13% of 420,000 active; purified PI4K2A, ADP-Glo luminescence, 1 h; hits give low values; activity change, negative = inhibition, % at 76.9 µM; AID 1346378; Q9BTU6; in the data active = activity change below about -50%; inconclusive = mostly about -30% to -49%;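 also: -100% = wells without enzyme as full effect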
Target sequence (Q9BTU6 whole entry, looked up): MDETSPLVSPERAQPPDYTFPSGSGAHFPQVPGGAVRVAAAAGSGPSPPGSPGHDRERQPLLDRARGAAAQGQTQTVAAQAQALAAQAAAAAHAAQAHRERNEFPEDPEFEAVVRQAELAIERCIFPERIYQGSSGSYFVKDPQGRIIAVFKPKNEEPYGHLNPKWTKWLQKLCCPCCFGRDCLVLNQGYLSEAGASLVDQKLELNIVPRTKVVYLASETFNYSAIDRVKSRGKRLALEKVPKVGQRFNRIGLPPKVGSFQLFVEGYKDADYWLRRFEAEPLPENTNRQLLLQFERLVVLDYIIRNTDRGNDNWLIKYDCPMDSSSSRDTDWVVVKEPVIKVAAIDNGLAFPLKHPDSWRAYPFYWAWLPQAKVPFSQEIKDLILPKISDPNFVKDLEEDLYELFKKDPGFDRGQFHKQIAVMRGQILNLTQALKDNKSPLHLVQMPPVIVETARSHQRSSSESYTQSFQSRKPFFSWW
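PI4K2A activity was measured by ADP-Glo luminescence: enzyme (4 ug/mL stock) and phosphatidylinositol (1.2 mM stock) in Tris pH 7.5/MgCl2/EGTA/Triton X-100 buffer were reacted with ATP (300 microM stock) for one hour at ambient temperature.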
The depositor's hits bear a star; ? = inconclusive; . = not tested or not shown; [ ] = another dose, or the depositor's remark. Unless noted, calls follow the shape of the dose curve; as a rule, active = well fitted curve in the direction sought with a large enough effect; inconclusive = small, poorly fitted or top-dose-only effect, or another doubt; inactive = no such curve, though single readings can be large; an effect the other way counts as inactive or inconclusive.

SMILES,BAZ2B inh,HP1b chromo inh,ALOX12 inh,GLS inh,G9a inh,RGS4 inhibitor,ERG-DNA inh,JMJD2A Tudor inh,PI4K2A inh
COc1ccc2ccccc2c1CN1CCCC(CO)C1 (stereo unspecified),6%,18%,-21%,11%,-3%[59 µM],-19%,0%,28%,-3
O=C1CCN(Cc2ccccc2)S(=O)(=O)c2ccc(C(F)(F)F)cc21,9%,91%[activator],4%,0%,-8%[2.33 µM],-16%,2%,14%,-1
O=C(Nc1ccccc1N1CCN(C(=O)c2ccccc2)CC1)c1ccc([N+](=O)[O-])o1,-32%,-31%,-14%,-1%,?,-12%,1%,?,-4
O=[N+]([O-])c1ccc(NC(=S)N2CCCC2)cc1,-22%,25%,-35%,9%,21%,-5%,-18%,-19%,-2
CCCN(c1ccccc1C(=O)O)S(=O)(=O)c1ccc2c(c1)n(C)c(=O)n2C,?,43%[activator],16%,-2%,-28%,5%,7%,2%,-2
Cc1ccc(-n2ncc3c(N4CCCCC4)ncnc32)cc1Cl,12%,75%[activator],-28%,17%,10%[59 µM],1%,2%,6%,1
Cc1cccc2c(CCNC(=O)c3ccc([N+](=O)[O-])cc3)c[nH]c12,-35%,-9%,-5%,-3%,29%[59 µM],-3%,1%,-26%,0
Cc1c(C)c2ccc(OC(C)C(=O)NCc3ccccn3)cc2oc1=O (stereo unspecified),-13%,43%[activator],15%,0%,17%,-8%,7%,-3%,7
Cn1c(SCC(=O)NC(c2ccccc2)c2ccccc2)nnc1-c1cccs1,-5%,-11%,6%,-8%,-35%[12.7 µM],?,-6%,50µM*,7
O=C(O)C1C2C=CC(C2)C1C(=O)OCc1ccccc1 (stereo unspecified),-4%,44%[activator],0%,-9%,5%[12.7 µM],19%[11.4 µM],-16%,5%[57.1 µM],2
COc1ccc([N+](=O)[O-])cc1NC(=S)NC(C)=O,-9%,21%,-5%,3%,29%[12.7 µM],-79%[56.9 µM],8%,?,-2
C=CCn1c(C)cc(C2=NNC(=NCC)SC2)c1C,?,9%,-21%,26%,?,-29%,12%,?,-20
CCCCOc1ccc(C2=NC(c3ccncc3)=Nc3ccc(Br)cc3N2)cc1,?,19%,?,15%,?,-22%,-3%,-29%,-3
COc1cc(/C=C2/C(=O)CNC2=O)ccc1O,-12%,26%,-27%,21%,45µM*,5%[11.4 µM],-10%,7%,-4
COc1ccccc1N(C(=O)Cn1nnc(-c2ccc(C)o2)n1)C(C(=O)NC1CCCC1)c1ccncc1 (stereo unspecified),-2%,-1%,-15%,16%,14%,9%,22%,-5%,-4
CC(C)NS(=O)(=O)c1ccc(NC(=O)CCc2ccccc2)cc1,-14%,46%[activator],23%,2%,-6%[59 µM],-17%,0%,-9%,-1
NS(=O)(=O)c1ccc(CCNS(=O)(=O)c2ccc(Cl)nc2)cc1,0%,32%,-1%,3%,39%[59 µM],-3%,4%,6%,-1
COc1ccc(N2CCN(C(=O)c3cc(=O)c4cc(C)c(C)cc4o3)CC2)cc1,-9%,6%,0%,37%[activator],6%,-31%[56.9 µM],6%,56µM*,3
COc1ccc(N=c2ssnc2Cl)cc1,45µM*,?,.,-10%,1.3µM*,-59%[11.4 µM],-3%,-17%[11.4 µM],12
CSc1ccccc1C(=O)NCC1CCCO1 (stereo unspecified),-4%,30%,20%,12%,0%[59 µM],7%,-2%,-12%,1
C=CCOc1c(Br)cc(CNn2nnnc2N)cc1OC,8%,32%,8%,5%,9%[59 µM],-8%,17%,-19%,-9
COc1cc(C2C(C(=O)OC(C)C)=C(C)N=C3SCCC(=O)N32)ccc1OCc1ccccc1 (stereo unspecified),?,23%,-4%,-5%,-47%[59 µM],-11%,0%,-27%,-1
O=C(Nc1ccc(Cl)cc1)c1cc(S(=O)(=O)N2CCc3ccccc32)ccc1F,-5%,14%,?,-12%,4%[59 µM],3%,-1%,2%,-1
O=C1c2oc3ccccc3c(=O)c2C(c2cccc(O)c2)N1CCCN1CCOCC1 (stereo unspecified),11%,22%,32%[57.4 µM],0%,89µM*,-27%,-12%,-10%,6
Cc1cc(Cl)c(S(N)(=O)=O)cc1OCC(=O)NC1CCCCC1,-15%,11%,-11%,6%,-2%,-26%,-1%,-10%,1
Cc1ccc(Nc2nn3c(=O)c4cc5c(cc4nc3s2)OCO5)cc1Cl,0%,3%,-30%,12%,-12%[59 µM],6%,-4%,-12%,-1
Cc1ccc(OC(C)c2nnc(N)s2)cc1Cl (stereo unspecified),11%,26%,164%[activator],6%,23%[12.7 µM],-8%,1%,-9%,0
Cc1cccc(NC(=O)NCCc2c[nH]c3ccccc23)c1,-28%[57.1 µM],-24%,-9%,32%[activator],-44%,10%,5%,-30%,-10
CCCNc1nc(C)c(C(C)=O)cc1C#N,50µM*,32%,5%,6%,0%,-18%,-4%,-7%,5
Cc1nccn1-c1ncnc2sc3c(c12)CCCC3,-1%,23%,5%,-1%,-4%[59 µM],22%,.,-19%,1
CC1(C(=O)O)CCC(C(=O)NC2CCCCCC2)C1(C)C (stereo unspecified),-17%,17%,-1%,0%,9%[59 µM],-10%,-1%,-26%,2
N=c1ncn(Cc2ccccc2)c2nc(SCCOc3ccccc3)[nH]c12,-4%,30%,-5%,-6%,79µM*,-18%,.,-1%,6
CN(CC(=O)Nc1ccc(F)c(F)c1F)C(=O)C1=COCCO1,-1%,7%,?,-2%,-6%,-16%,4%,-11%,0
NS(=O)(=O)c1cccc(NC(=S)NC(=O)C23CC4CC(CC(C4)C2)C3)c1,?,-30%,32µM*,8%,-44%[59 µM],-29%,.,?,0
CC(C)C(c1nnnn1CCc1ccccc1)N1CCN(C(=O)c2ccco2)CC1 (stereo unspecified),14%,31%,-4%,-6%,0%,-35%,3%,-8%,0
CCN(C(=O)COC(=O)c1nc(Cl)ccc1Cl)c1c(N)n(Cc2ccccc2)c(=O)[nH]c1=O,.,19%,?,1%,.,-14%,-4%,-15%,0
COc1ccc(C(=O)C(OC(=O)c2ccccc2Cl)c2ccccc2)cc1 (stereo unspecified),1%,46%,13%,-3%,21%[59 µM],13%,-2%,-8%,-1
Cc1[nH]n(-c2cccc(Cl)c2)c(=O)c1C=NCC(C)C,-18%,21%,0%,1%,2%,4%,1%,-24%,-3
CCOC(=O)NC(=O)CSc1nc(C)cc(C(F)(F)F)c1C#N,2%,40%[activator],0%,2%,12%[59 µM],-7%,-1%,-4%,-3
COC(=O)c1cc(S(=O)(=O)N(C)c2ccc(C)c(C)c2)c[nH]1,2%,15%[57 µM],-13%,-2%,16%,-1%,-9%,-17%,-5
Cc1c(C#N)c2ccccc2n1CC(=O)NCC1CCCO1 (stereo unspecified),6%,21%,4%[57.4 µM],0%,2%[59 µM],24%,2%,-17%,2
COc1ccc(NC(=S)NC(=O)/C=C/c2cccs2)cc1,-12%,19%,-23%,-3%,?,-27%,1%,-20%,2
c1ccc2oc(-c3nn4c(Cn5cnc6ccccc65)nnc4s3)cc2c1,.,41%,37%[activator],-6%,.,-30%[56.9 µM],-9%,-22%,0
CC(=O)c1c(C)nn(C(=O)c2cccs2)c1C,-14%,45%[activator],20%,0%,0%,8%,1%,-25%,-3
Cc1c(N/C=C(\Cl)C(=O)C(F)(F)F)c(=O)n(-c2ccccc2)n1C,?,8%,?,-23%,25µM*,-5%,-1%,-16%,-5
Cc1ccc(-n2c(Cc3ccccc3)nnc2SCc2nc(-c3cccs3)no2)cc1,-19%,31%,-29%,-26%,-24%[59 µM],0%,3%,-24%,1
COc1ccccc1NC(=O)CC(=O)c1ccccc1,8%,18%,10%,27%,18%,-5%[56.9 µM],13%,?,4
CC(C)(C)OC(=O)C[C@H]1C/C=C\C[C@H](CC(=O)N(CCO)Cc2ccccc2)C(=O)N[C@@H](Cc2ccccc2)COC1=O,.,46%[activator],-42%,-9%,.,-1%,1%,-4%,5
O=c1cc(NS(=O)(=O)c2ccccc2)nc(SCc2c(Cl)cccc2Cl)[nH]1,0%,5%,-18%,0%,-7%[59 µM],-21%,8%,-29%,3
O=S(=O)(c1ccc2ccccc2c1)N1CCN(C(=S)Nc2ccc(F)c(Cl)c2)CC1,3%,13%,?,8%,0%[59 µM],-34%,3%,-6%,-6
Cc1cc(C(=O)Nc2ccc(S(=O)(=O)Nc3onc(C)c3C)cc2)c(C)o1,-34%,46%[activator],0%,-2%,-29%[2.33 µM],?,-2%,-23%,5
COC(=O)c1c(NC(=O)CN2CCN(c3ccccc3)CC2)c2c(C)cccc2n1C,-33%,-7%,0%,24%,9%[59 µM],5%,3%,-18%,-4

Screening results: PubChem BioAssay, National Center for Advancing Translational Sciences (NCATS)

A portion of the library. The share of hits here may be higher or lower than overall.
